AHR act: AHR activators, primary screen, cell-based, luminescence, luciferase reporter, human; Aryl hydrocarbon receptor (Homo sapiens), P35869; AHR-responsive luciferase reporter cells; activation, % at 5 µM; 320,000 compounds, 2.5% hits; AID 2796, 2010; in the data active means activation above about 47%;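 further: 0% = vehicle wells and 100% = reference agonist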
RPL19A-GFP yeast: RPL19A-GFP expression modulators in yeast, primary screen, cell-based, S. cerevisiae, multiplex flow cytometry, MLPCN; percent response vs DMSO, % at 10 µM; AID 2025, 2009; 330,000 compounds, 0.3% hits; S. cerevisiae RPL19A-GFP strain, 3 h; stronger effect = lower value;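 active means percent response vs DMSO below 50%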;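 further: median channel GFP fluorescence of the barcoded RPL19A-GFP strain; ratio of sample median GFP to plate DMSO average so 100% = DMSO; lower means less RPL19A-GFP as with rapamycin TOR inhibition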
procasp7 counter: procaspase-7 activators, primary screen, counter-screen for procaspase-3 activator project, biochemical, absorbance, HTS, human. Caspase-7 (Homo sapiens), P55210. recombinant procaspase-7, Ac-DEVD-pNA absorbance 405 nm; D23A/D198A/D206A triple mutant, cannot self-cleave; scale: DMSO 0, 5 µM enzyme 100. activation, % at 8.5 µM. 330,000 compounds, 0.093% hits. AID 463210, 2010;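 active means percent activation above the screen-wide mean plus 3 SD, cut at about 25% in these data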
Target sequence (P55210 whole entry D23A/D198A/D206A): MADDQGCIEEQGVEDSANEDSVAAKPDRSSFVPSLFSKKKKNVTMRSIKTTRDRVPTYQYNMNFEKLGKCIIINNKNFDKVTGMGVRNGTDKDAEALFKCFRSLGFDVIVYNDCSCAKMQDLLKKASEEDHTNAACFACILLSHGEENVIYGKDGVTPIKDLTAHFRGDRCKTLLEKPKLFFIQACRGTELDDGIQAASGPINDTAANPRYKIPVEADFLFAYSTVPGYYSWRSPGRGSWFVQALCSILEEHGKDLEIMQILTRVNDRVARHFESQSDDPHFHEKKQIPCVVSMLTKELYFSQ
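Test system: Procaspase-7 triple mutant (PC-7 D3A). Also added: Ac-DEVD-pNA substrate, 400 µM as added. Schedule: 1 h enzyme–compound preincubation and 2 h substrate reaction, both 25 °C. Signal: p-Nitroaniline absorbance at 405 nm, read at 0 and 120 min. Control set: low DMSO alone, high DMSO plus 5 µM PC-7.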
MEP2-GFP yeast: modulators of MEP2-GFP levels in yeast, primary screen, S. cerevisiae, multiplex flow cytometry, MLPCN library | AID 2016, 2009 | 330,000 compounds, 0.51% hits | GFP response vs DMSO, % at 10 µM | S. cerevisiae MEP2-GFP strain, 3 h; 100% = DMSO control level;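 active means GFP response versus DMSO above a set limit, roughly screen mean plus 3 SD, cut at about 180% in these data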;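 further: median GFP fluorescence of the barcode-gated MEP2-GFP cells per well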
LAP4-GFP MLPCN: modulators of LAP4-GFP expression in yeast, primary screen, S. cerevisiae, multiplex flow cytometry, MLPCN library | 3 h; median GFP as percent of DMSO wells | GFP response vs DMSO, % at 10 µM | 320,000 compounds, 0.34% hits;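 active means GFP response vs DMSO above a set limit, about the screen mean plus 3 SD, cut at about 150% in these data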
AGP1-GFP MLPCN: modulators of AGP1-GFP expression in yeast TOR pathway, primary screen, cell-based, multiplex flow cytometry, S. cerevisiae, MLPCN library; 3 h; GFP as percent of DMSO wells; GFP response vs DMSO, % at 10 µM; 320,000 compounds, 0.02% hits;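 active means GFP response relative to DMSO above a set limit, near screen average plus 3 SD, cut at about 150% in these data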;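 further: median GFP channel fluorescence of the gated AGP1 strain per well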
proCasp3 act: activators of human procaspase-3 D3A mutant, primary screen, biochemical, absorbance, PC-3 D3A mutant, single concentration. activation, % at 8.5 µM. recombinant procaspase-3 D3A, Ac-DEVD-pNA absorbance 405 nm. Caspase-3 (Homo sapiens), P42574. 330,000 compounds, 0.11% hits. AID 463141, 2010;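 active means activation above the mean of all tested compounds plus 3 SD, cut at about 21% in these data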;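 further: 0% = DMSO alone and 100% = DMSO wells spiked with extra 5 µM PC-3 D3A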
Target sequence (P42574 whole entry D9A/D28A/D175A): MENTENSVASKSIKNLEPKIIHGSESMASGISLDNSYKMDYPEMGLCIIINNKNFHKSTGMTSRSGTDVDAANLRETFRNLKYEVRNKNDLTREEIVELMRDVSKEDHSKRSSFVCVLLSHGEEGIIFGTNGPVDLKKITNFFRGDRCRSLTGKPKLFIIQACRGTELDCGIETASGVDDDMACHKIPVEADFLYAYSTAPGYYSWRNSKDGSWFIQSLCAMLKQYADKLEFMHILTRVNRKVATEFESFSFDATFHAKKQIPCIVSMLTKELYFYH
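Test system: Procaspase-3 D3A mutant, all three cleavage aspartates alanine | Dosing: Single dose, 8.5 µM nominal compound, 0.8% DMSO | Schedule: 1 h preincubation, 2 h reaction | Technique: 405 nm absorbance of p-nitroaniline, reads at 0 and 120 min | Repeats: One well per compound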
CIT2 TOR yeast: modulators of CIT2-GFP expression in yeast, primary screen, S. cerevisiae, GFP fusion, multiplex flow cytometry, MLPCN library; AID 2029, 2009; S. cerevisiae CIT2-GFP strain, 3 h; 100 means same as DMSO wells; GFP response vs DMSO, % at 10 µM; 320,000 compounds, 0.065% hits;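 active means GFP response relative to DMSO above a set limit, near the screen mean plus 3 SD, cut at about 150% in these data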;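 further: ratio of well median GFP fluorescence to mean of DMSO wells on the plate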
* hit, by the source's call; · = no result given.

SMILES	AHR act	RPL19A-GFP yeast	procasp7 counter	MEP2-GFP yeast	LAP4-GFP MLPCN	AGP1-GFP MLPCN	proCasp3 act	CIT2 TOR yeast
CSc1cccc(CN2CCC(CO)(Cc3cccc(C(F)(F)F)c3)CC2)c1	0	93	15	98	98	96	-1	98
O=C(Nc1ccccc1)Nc1nnc(/C=C/c2ccccc2Cl)s1	10	100	8	95	87	100	0	98
CCc1ccc2nc(N(CCN(C)C)C(=O)c3ccc4ncsc4c3)sc2c1	7	100	-23	101	99	104	-11	101
O=C(NC1CC1)C1CCN(c2ccc(S(=O)(=O)N3CCOCC3)cc2)CC1	0	98	7	109	105	111	6	115
CC1CCCN(c2ccc(C(=O)NCCc3ccccc3)cn2)C1 (stereo unspecified)	1	100	-5	101	104	98	4	95
COc1ccc(C2NC(=S)NC(C)=C2C(=O)c2ccccc2)cc1OC (stereo unspecified)	9	101	-9	96	99	99	-9	94
NC(=O)CC(NC(=O)c1ccc(Br)cc1)c1ccc(NC2CCCCC2)c([N+](=O)[O-])c1 (stereo unspecified)	-1	94	-4	88	118	85	-5	85
CC1(C)CC(=O)C(C(c2ccncc2)C2C(=O)CC(C)(C)CC2=O)C(=O)C1	-1	103	3	100	93	105	4	101
C(=N\N1CCN(c2ccccn2)CC1)/c1ccco1	-5	99	1	100	97	102	-3	96
CCNC(=S)N(Cc1ccc2c(c1)OCO2)C1CC(=O)N(c2ccc(OC)cc2)C1=O (stereo unspecified)	12	96	3	103	90	99	-4	99
Cc1ccc(C)c(C(=O)n2cnnc2N)c1	2	98	1	110	108	108	-5	101
C=CCc1ccc(OCC(O)CN2CCN(c3ccccc3OC)CC2)c(OC)c1 (stereo unspecified)	2	105	-13	111	101	95	-11	102
Cc1c(NS(=O)(=O)c2cccc(C(=O)NCc3ccccc3)c2)c(=O)n(-c2ccccc2)n1C	3	97	5	101	94	102	5	103
CC(C)CCNC(=O)c1cccc(C(=O)NCCC(C)C)c1	12	93	-4	94	92	99	2	89
Cc1nc2ccc(NC(=O)c3cccc(S(=O)(=O)N4CC(C)OC(C)C4)c3)cc2s1 (stereo unspecified)	7	100	3	97	94	106	2	98
O=C(NNC(=O)c1ccccc1OCc1ccc(F)cc1)c1ccncc1	7	95	1	95	103	100	-8	94
CCCCCc1ccc(S(=O)(=O)Nc2cc(C)ccn2)cc1	-3	98	-5	100	102	103	0	98
O=C(Nc1sc2c(c1C(=O)O)CCCC2)c1cccs1	11	101	-12	102	87	99	0	83
CCOc1ccc(NC(=O)CCN2C(=O)C3CCCCC3C2=O)cc1OCC (stereo unspecified)	0	96	6	95	103	104	1	102
Cc1cc(NC(=O)CSC2=NS(=O)(=O)c3cc(F)ccc3N2)no1	0	100	4	106	100	102	2	106
COCCCn1c(SCC(=O)N2CCOCC2)nc2ccccc2c1=O	-6	102	7	103	97	106	-3	110
COc1cc(OC)cc(-c2nc3ccccc3c(=O)n2OC(=O)c2ccc(Br)cc2)c1	23	100	-10	78	87	84	7	77
CC(C)Oc1ccc(C(CC(=O)NCCCN(C)C)c2ccc(F)cc2)cc1 (stereo unspecified)	-3	99	-9	93	91	93	7	96
COc1cc([N+](=O)[O-])ccc1NC(=O)CSc1nc2ccccc2n1-c1ccccc1	61*	108	-2	104	108	106	2	102
CC(C)n1c(C(F)(F)F)nc2cc(C(=O)N3CCCCC3)ccc21	0	97	6	105	106	89	5	96

The closing five entries of the part above are carried over, then new ones follow:
SMILES	AHR act	RPL19A-GFP yeast	procasp7 counter	MEP2-GFP yeast	LAP4-GFP MLPCN	AGP1-GFP MLPCN	proCasp3 act	CIT2 TOR yeast
COCCCn1c(SCC(=O)N2CCOCC2)nc2ccccc2c1=O	-6	102	7	103	97	106	-3	110
COc1cc(OC)cc(-c2nc3ccccc3c(=O)n2OC(=O)c2ccc(Br)cc2)c1	23	100	-10	78	87	84	7	77
CC(C)Oc1ccc(C(CC(=O)NCCCN(C)C)c2ccc(F)cc2)cc1 (stereo unspecified)	-3	99	-9	93	91	93	7	96
COc1cc([N+](=O)[O-])ccc1NC(=O)CSc1nc2ccccc2n1-c1ccccc1	61*	108	-2	104	108	106	2	102
CC(C)n1c(C(F)(F)F)nc2cc(C(=O)N3CCCCC3)ccc21	0	97	6	105	106	89	5	96
COc1ccc(C2(CNC(=O)c3cccs3)CCOCC2)cc1	2	99	3	94	87	94	-4	96
O=C(NC1CCCc2ccccc21)C1CCN(S(=O)(=O)c2cnc[nH]2)CC1 (stereo unspecified)	14	98	-6	96	·	100	1	99
COc1cccc(OC)c1C(=O)Nc1ccc2c(c1)n(C)c(=O)n2C	2	104	12	111	97	103	0	108
CCOC(=O)N1CCN(Cc2nnc(-c3ccccc3C)o2)CC1	2	106	-4	105	101	103	10	105
Cc1cccc2cc(-c3nc4c(C)cccn4c3NCc3ccco3)c(=O)[nH]c12	28	100	-28	103	103	105	-22	108
c1ccc(OCc2nnc3sc(-c4cccs4)nn23)cc1	139*	101	-12	98	96	94	-4	94
CC1CCCCN1CC(=O)Nc1cc(S(=O)(=O)N2CCOCC2)ccc1N1CCCC1 (stereo unspecified)	4	96	-3	105	102	97	-5	94
CC(=O)Nc1ccc(NC(=O)CSc2nc(=O)n3cccc(C)c3n2)cc1	0	95	-1	96	103	109	1	93
Cc1cc(C)nc(/N=C(\N)C2=C(O)CC(C)(C)CC2=O)n1	27	99	6	93	95	90	-1	·
Cn1c(SCC(=O)Nc2ccc3c(c2)OCCO3)nnc1-c1ccncc1	0	102	-7	103	90	96	-6	97
CN1CCC(=O)N([C@H](CSc2ccccc2)c2ccccc2)CC1	8	91	5	88	104	76	2	67
CCCCn1c(SCC(=O)Nc2cc(C)on2)nnc1-c1ccncc1	-1	105	-5	103	90	96	4	91
CCCN1CCN(CC(=O)Nc2cc(OCC)ccc2OCC)CC1	10	102	10	106	94	106	5	99
COc1cccc(C(=O)Nc2ccc3c(cc2=O)[C@@H](NC(C)=O)CCc2cc(OC)c(OC)c(OC)c2-3)c1	-1	100	-11	106	93	92	-8	92
Cc1ccc(N(Cc2cc3cccc(C)c3[nH]c2=O)S(=O)(=O)c2ccccc2)c(C)c1	14	98	4	102	94	100	2	96
Cc1[nH]c(=O)[nH]c(=O)c1S(=O)(=O)Nc1ccc(F)c(Cl)c1	·	108	·	110	99	104	·	103
COCC(=O)NCCc1nc(-c2ccccc2)cs1	-1	100	0	140	98	99	-1	105
COCCOC(=O)C1=C(C)Nc2ncnn2C1c1ccccc1 (stereo unspecified)	-2	101	4	104	105	103	-1	101
CCN(C(=O)COC(=O)c1ccc(C=O)cc1)c1c(N)n(Cc2ccccc2)c(=O)[nH]c1=O	-2	94	1	95	87	93	5	81
CCOc1ccc(NC(=O)CCC(=O)NNC(=O)COc2ccccc2C)cc1	0	102	-7	100	100	105	6	100
CCCc1cc(N2CCN(C(=O)c3ccco3)CC2)n2c(nc3ccccc32)c1C#N	-1	95	1	97	100	93	-4	84
C/C(=N\OC(=O)NC(C)C)c1sc(-c2ccc(Cl)cc2)nc1C	109*	96	5	98	116	92	-2	81
COCCN(CCOC)S(=O)(=O)c1ccc(C(=O)Nc2c(C)n(C)n(-c3ccccc3)c2=O)cc1	2	93	-1	95	98	102	-2	100
CCOCCCNC(=O)CCc1ccc(-n2cnc3cccnc32)cc1	·	102	·	103	92	96	·	103
COc1ccccc1-c1noc(CSc2nc(N)cc(=O)[nH]2)n1	2	102	8	104	107	108	-9	108

Other structures:
SMILES	AHR act	RPL19A-GFP yeast	procasp7 counter	MEP2-GFP yeast	LAP4-GFP MLPCN	AGP1-GFP MLPCN	proCasp3 act	CIT2 TOR yeast
CC(C)C[C@H](NC(=O)[C@H]1N2C(=O)c3ccccc3C2SC1(C)C)C(=O)N[C@@H](Cc1ccccc1)C(=O)O (stereo partly specified)	0	105	5	109	105	107	-1	103
COc1ccc(S(=O)(=O)NCC2CCC(C(=O)NCc3ccc(F)cc3)CC2)cc1 (stereo unspecified)	0	102	8	103	91	98	11	102
CCOC(=O)C1=NN(c2ccccc2)C2C(=O)N(c3ccccc3OC)C(=O)C12 (stereo unspecified)	12	95	1	103	101	85	2	105
COC(=O)C1=C(N)Oc2cc(C)[nH]c(=O)c2C1c1cccnc1 (stereo unspecified)	0	97	18	100	95	101	-1	95
O=C(Nc1ccc(OC(F)(F)F)cc1)c1[nH]ncc1[N+](=O)[O-]	-6	96	1	104	98	96	4	112
CCc1nnc(SCC(=O)NC2CC2)n1CC	0	113	12	119	87	103	-3	·
COc1ccc2c(c1)c(=O)oc1cc(OCC(=O)N3CCCC(C)C3)ccc12 (stereo unspecified)	8	99	-10	106	116	103	-8	92
COC(=O)c1ccc(SCC(=O)NCc2ccccc2)c([N+](=O)[O-])c1	1	99	0	97	93	95	-1	95
CCC1CCCCN1C(=O)CSc1nc2c(c(=O)n1C)SC(C)C2 (stereo unspecified)	1	100	-5	105	105	102	5	98
CC(=O)Nc1cccc(NC(=O)C(=O)c2cn(CC(=O)N3CCCCC3)c3ccccc23)c1	27	91	1	90	94	96	4	95
CN1CCN(C(=O)Cn2c(=O)oc3cc(S(=O)(=O)NCc4ccccc4)ccc32)CC1	-1	100	13	103	95	99	3	101
CCOC(=O)Cc1csc(NC(=O)C2C3C=CC(C3)C2C(=O)O)n1 (stereo unspecified)	0	102	-4	103	101	109	-1	105
C=C(Br)CN1CCN(CC(=C)Br)CC1	0	94	1	96	94	99	8	102
Cc1ccc(-c2nn(CC(=O)NCc3ccccn3)c(=O)c3ccccc23)cc1S(=O)(=O)N(C)C	5	100	-2	105	97	99	-9	·
Cc1cc2c(cc1S(=O)(=O)N1CCCC1)n(C)c(=O)c(=O)n2C	0	102	4	117	99	106	-6	101
CCOC(=O)N1CCN(C(=O)COC(=O)C2CCN(S(=O)(=O)c3ccc(C)c(C)c3)CC2)CC1	-1	98	8	95	97	105	-17	105
Cc1cccn2cc(-c3cccc(S(=O)(=O)N4CCOCC4)c3)nc12	36	105	4	99	97	104	-1	101
CC1CC(=O)N(CC(=O)NCc2ccccc2)c2ccccc2S1(=O)=O (stereo unspecified)	2	102	-10	98	107	105	7	101
Cc1ccc(C(=O)NCc2n[nH]c(=S)n2-c2ccccc2)cc1[N+](=O)[O-]	3	101	-8	105	109	117	-4	111
COc1ccc(C(=O)NCC(=O)OCc2ccc(Br)cc2)cc1	0	110	9	103	90	106	-4	100
COc1ccccc1NC(=S)N1CCN(c2ccccn2)CC1	-3	101	0	92	105	100	-2	91
CCCCOc1ccc(C(=O)OCC(=O)Nc2cc(C)on2)cc1	1	103	6	115	110	117	8	118
Cc1ccc(/C=C/C(=O)N2CC(C)CC(C)C2)o1 (stereo unspecified)	0	·	-10	275*	127	32	-21	112

High-throughput results as filed in PubChem.
